PTK2B oligo ant = blocks oligomerization of human Pyk2 in cells; Q293 cells, Pyk2 FERM NanoBiT luminescence; stronger effect = lower value; hit rate 0.83% among 99,000; z-score (the deposit names both 25 µM and 10 µM); Q14289; AID 1347419;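 active = Z-score of -3 or lower, scaled per plate to the spread of control and sample wells; inactive = z-score above -3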;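 also: negative z-score means lost luminescence so less FERM oligomerization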
LYP inh 2 = LYP (human) phosphatase inhibition; Q9Y2R2; recombinant LYP catalytic domain, DiFMUP fluorescence; inhibition, % at 2 µM; hit rate 0.21% among 96,000; AID 640;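 active = inhibition at 2 µM at or above a set limit, the screen mean plus 3 SD, cut at about 24% in these data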;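 also: 0% = DMSO with enzyme and 100% = enzyme fully blocked by orthovanadate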
Rev-RRE block = inhibitors of HIV-1 Rev-RRE RNA interaction; P05866; Rev peptide-RRE RNA binding, FRET; inhibition, % at 8 µM; hit rate 0.79% among 97,000; AID 704;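 active = inhibition above the screen-wide mean plus 3 SD, cut at about 35% in these data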;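 also: 0% = median DMSO wells and 100% = median Neomycin B control wells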
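Assay system: Labelled RRE RNA duplex and labelled Rev peptide | Times: 5 min preincubation and 15 min binding, 25 °C | Detection: FRET, ex 480 nm, em 540 and 671 nm | Evaluation: % inhibition of FRET ratio versus controls | Benchmarks: DMSO wells as 0% and neomycin B wells as 100% inhibition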
PLK1 kinase inh = inhibitors of human PLK1 kinase; inhibition, % at 10 µM; AID 619; P53350; hit rate 0.53% among 97,000; recombinant PLK1 kinase, TR-FRET peptide phosphorylation;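 active = inhibition of 50% or more in the single-concentration screen; inactive = inhibition below 50%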;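 also: 0% = DMSO max control and 100% = H-89 dihydrochloride min control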
F-actin modifier = cytoskeleton assembly modification; HUVEC TNFa F-actin phalloidin imaging, high content; inhibition, % at 2 µM; hit rate 0.18% among 91,000;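 active = inhibition above the batch mean plus 3 SD and confirmed as a hit by visual image inspection, cut at about 30% in these data, passing the limit was not always enough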; also: strong numbers were not always called active
EphB4 ephrin blk = blocks human EphB4 binding to ephrin-B2; inhibition, % at 7 µM; AID 720; EphB4 LBD / TNYL-RAW-Alexa532 peptide, fluorescence polarization; hit rate 0.15% among 97,000; P54760;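 active = inhibition above the screen-wide mean inhibition plus 3 SD, cut at about 15% in these data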;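 also: 0% = DMSO wells and 100% = excess unlabeled TNYL-RAW peptide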
FAK inh = inhibitors of human focal adhesion kinase; biochemical FAK kinase activity assay; inhibition, %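 (tested at 7 µM)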; hit rate 0.84% among 97,000; in the data active = inhibition above about 19%;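 also: 0% = DMSO and 100% = reference compound high control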
Target sequence (Q05397 whole entry, looked up): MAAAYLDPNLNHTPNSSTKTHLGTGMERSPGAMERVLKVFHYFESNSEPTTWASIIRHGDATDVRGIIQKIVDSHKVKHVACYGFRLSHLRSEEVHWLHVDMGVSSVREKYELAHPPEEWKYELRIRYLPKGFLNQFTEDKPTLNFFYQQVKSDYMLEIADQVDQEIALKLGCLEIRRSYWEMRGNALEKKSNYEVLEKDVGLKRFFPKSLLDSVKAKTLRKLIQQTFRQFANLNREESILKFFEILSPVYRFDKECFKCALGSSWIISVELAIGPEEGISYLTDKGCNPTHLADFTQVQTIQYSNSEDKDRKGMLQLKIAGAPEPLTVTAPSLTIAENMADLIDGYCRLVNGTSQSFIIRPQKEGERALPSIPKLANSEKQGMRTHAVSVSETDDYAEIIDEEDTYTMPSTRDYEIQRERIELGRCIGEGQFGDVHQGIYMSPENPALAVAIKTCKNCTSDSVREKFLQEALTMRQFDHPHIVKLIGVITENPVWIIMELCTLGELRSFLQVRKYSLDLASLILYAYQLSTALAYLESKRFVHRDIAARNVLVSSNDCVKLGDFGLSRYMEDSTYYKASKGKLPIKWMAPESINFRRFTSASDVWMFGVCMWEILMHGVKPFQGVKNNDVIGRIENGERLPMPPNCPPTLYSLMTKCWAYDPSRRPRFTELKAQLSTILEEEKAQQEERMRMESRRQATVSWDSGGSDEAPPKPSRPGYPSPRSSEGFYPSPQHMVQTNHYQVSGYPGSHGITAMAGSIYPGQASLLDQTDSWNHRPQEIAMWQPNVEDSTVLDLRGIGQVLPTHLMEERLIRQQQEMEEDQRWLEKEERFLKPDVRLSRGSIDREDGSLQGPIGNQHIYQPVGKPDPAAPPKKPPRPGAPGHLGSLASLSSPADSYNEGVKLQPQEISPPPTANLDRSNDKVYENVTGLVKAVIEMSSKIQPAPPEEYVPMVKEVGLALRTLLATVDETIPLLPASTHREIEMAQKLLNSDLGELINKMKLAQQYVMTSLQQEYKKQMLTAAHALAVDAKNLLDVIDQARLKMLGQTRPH
LYP act = increases human PTPN22 phosphatase activity. recombinant LYP, DiFMUP fluorescence; 0 = plate median, 100 = signal doubled. Q9Y2R2. activation, % at 2 µM. AID 697. hit rate 0.11% among 96,000;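 active = activation at 2 µM above a set limit, the mean plus 5 SD, cut at about 37% in these data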
Plk1 PBD FP = inhibitors of human Plk1 polo box domain binding. hit rate 0.13% among 97,000. inhibition, %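 (tested at about 20 µM)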. P53350. Plk1 PBD phosphopeptide binding, fluorescence polarization. AID 693; in the data active = inhibition above about 34%, passing the limit was not always enough
Active calls of the source: *; · = not tested or not shown; [ ] = another dose, or the depositor's remark. Rows are unselected; about 3.5% have a hit in one of these screens.

PTK2B oligo ant | LYP inh 2 | Rev-RRE block | PLK1 kinase inh | F-actin modifier | EphB4 ephrin blk | FAK inh | LYP act | SMILES | Plk1 PBD FP
0.35 | 8 | 11 | -12 | 2 | 16* | 3 | -9 | O=c1c2ccccc2nc(-c2ccoc2)n1CCc1ccccc1 | 3
0.47 | -6 | -2 | 15 | -7 | 0 | -2 | 10 | C=CCNc1nnc(-c2ccncc2)s1 | 13
-1 | 0 | 11 | -14 | 9 | -4 | 4 | 3 | COC(=O)c1sc2nc(-c3ccccc3)c3c(c2c1N)CCCC3 | -4
-1.4 | 4 | 2 | 3 | -19 | 1 | -2 | -6 | COc1ccc2oc(=O)c(C(=O)N3CCc4ccccc43)cc2c1 | -13
-1.1 | 4 | 7 | -9 | 2 | -1 | 1 | -5 | c1csc(-c2nnc(Cc3cccc4ccccc34)o2)c1 | 15
-1.2 | -14 | 5 | -11 | -18 | -2 | 4 | 17 | CC(C)CC(=O)Nc1ccc2c(c1)oc1ccccc12 | 4
· | -1 | 8 | -14 | -13 | 5 | -1 | -1 | COc1cc(C2c3c(oc4c(C)cc(C)cc4c3=O)C(=O)N2Cc2cccnc2)cc(OC)c1OC (stereo not given) | -1
· | 4 | 5 | -11 | 5 | 5 | 0 | -7 | COCCNC(=O)C1CC(=O)N(c2ccc(F)c(Cl)c2)C1 (stereo not given) | 10
0.19 | -8 | 0 | -4 | 19 | 4 | 2 | 8 | CCC1(CC)C(=O)N(C)C(=O)NC1=Nc1ccc(OC)cc1 | -3
0.11 | 1 | 7 | -7 | 0 | -2 | -1 | 0 | O=C(COc1ccccc1Cl)Nc1cnn(Cc2ccccc2)c1 | 4
-0.6 | -2 | -1 | -10 | 11 | -8 | 2 | 3 | CCOC(=O)Cc1csc(NC(=O)CSc2nnc(-c3ccc(NS(=O)(=O)CC)cc3)o2)n1 | -1
-0.43 | -3 | 15 | -7 | -3 | 3 | 1 | 5 | Cc1ccccc1CSCCNC(=O)CSCc1ccc([N+](=O)[O-])cc1 | -11
-0.14 | -34 | -4 | -9 | -40 | -2 | 1 | 31 | CCOCCCn1c(=S)[nH]c2cc(C(=O)NCCOC)ccc2c1=O | -6
-0.19 | 8 | 1 | -11 | 3 | 3 | 1 | -8 | CCCCNC(=O)C1CCN(C(=O)Nc2ccc(C)cc2)CC1 | -1
0.15 | -1 | 47* | -9 | 5 | 2 | 1 | 1 | COc1ccc(CSc2nnc(C)n2N)cc1 | -7
-0.39 | -2 | 2 | -3 | -16 | -4 | -1 | 6 | CC(=O)Nc1cc2c(nc1C)nc(C)n2Cc1ccc(Br)cc1 | -1
0.83 | 0 | 6 | 9 | -18 | 8 | -2 | -3 | COC(=O)c1ccccc1NC(=O)CSc1nnc(-c2cccnc2)n1C | 22
-0.14 | -9 | 1 | 1 | 0 | -4 | -1 | 12 | O=C(Nc1ccc(Sc2ccc(Br)cc2)cc1)c1ccco1 | -6
0.16 | -3 | 4 | -12 | 46 | 1 | -2 | 2 | CCOC(=O)c1ccc2c(c1)N(CC(=O)N1CCCCC1)C(=O)C(C)(C)O2 | 4
1.3 | 12 | 5 | -2 | 0 | -2 | -3 | -10 | O=C(O)C1C(C(=O)Nc2ccc(Cl)cc2)C2C=CC1C21CC1 (stereo not given) | -7
0.89 | 13 | 3 | -9 | 2 | 4 | -1 | -13 | Cc1cc(Oc2ccccc2)nc(N)n1 | -5
-0.56 | 0 | 2 | -5 | -2 | -2 | -2 | 2 | O=c1oc2ccccc2c(N2CCCC2)c1CN1CCCC1 | -2
0.34 | 5 | 9 | -6 | -17 | -1 | -1 | -5 | O=C(Nc1cccc(Cl)c1)N1CCCC1 | 1
-2.5 | 5 | 12 | -8 | · | -7 | 18 | 1 | CC(C)(C)c1ccc(OCC(O)CNC(=O)c2ccccc2C(=O)O)cc1 (stereo not given) | -10
-1.2 | 0 | 4 | -7 | -6 | -7 | 0 | -6 | CCCN(CCC)c1nc2ccccc2n2c(C)nnc12 | -12
· | -8 | 4 | 19 | 17 | 1 | -7 | 5 | CCc1cc(=O)oc2cc(C)cc(O)c12 | -15
· | -1 | 1 | -16 | -7 | -6 | -1 | 0 | Cc1ccc(S(=O)(=O)N2CCOCC2)cc1C(=O)OCC(=O)N1c2ccccc2NC(=O)C1(C)C | 14
0.5 | -3 | 8 | -1 | 5 | 9 | 9 | 7 | Cc1cccc(/C(N)=N/OC(=O)CCc2ccccc2)c1 | 11
-1 | -13 | 2 | -5 | 12 | 5 | -4 | 15 | CCOc1ccc(N=Cc2c(O)n(-c3cccc(C)n3)c(=O)c3ccccc23)cc1 | 16
-1.1 | -3 | 3 | 2 | 8 | -2 | -3 | 3 | Cc1ccc2oc(Nc3nc(C)cc(C)n3)nc2c1 | 21
-0.07 | -8 | 10 | 10 | 16 | 0 | 0 | 7 | COc1ccc(NC(=O)CCN2CCN(S(=O)(=O)c3ccc(Cl)cc3)CC2)cc1 | -14
-0.59 | -6 | 4 | 1 | 27 | 7 | 8 | 4 | CSc1nnc(-c2ccco2)c(-c2ccco2)n1 | -11
0.41 | -12 | 3 | -15 | 8 | -2 | -2 | 10 | COc1cccc(NC(=O)N2CCC(C(=O)Nc3ccc(C)cc3C)CC2)c1 | 18
0.15 | 6 | 12 | -1 | -3 | -1 | 0 | -7 | CCC(CC)C1C(C#N)=C(N)SC(N)=C1C#N | 12
· | 3 | 10 | 1 | -5 | -4 | -2 | 1 | COc1ccc2c(C)nc(Nc3nc(C)cc(=O)[nH]3)nc2c1 | -13
0.34 | 15 | -1 | -5 | -15 | -10 | -13 | -13 | COCCCn1c(SCc2nnc(-c3ccccc3)o2)nc2sc3c(c2c1=O)CCC3 | 1
-0.12 | 10 | 4 | 4 | 0 | -9 | -7 | -10 | CCOC(=O)C1=C(C)Nc2ncnn2C1c1cccnc1 (stereo not given) | -5
-0.47 | 3 | 6 | -10 | 6 | 4 | 8 | -2 | Cc1cc(C)n(C(=O)Cc2cn3ccsc3n2)n1 | -13
0.43 | · | 2 | -16 | · | 1 | 0 | · | Cc1ccc(Oc2ccccc2/C=C/C(=O)O)cc1 | -10
-0.4 | 3 | 85*[fluorescence artefact?] | -19 | -14 | 4 | 16 | 0 | CCOC(=O)Cc1csc(NC(=O)c2sc3nc4ccc(CC)cc4cc3c2N)n1 | 1
1.1 | 4 | 10 | 2 | 23 | 4 | -5 | 0 | CNC(=O)c1nn(-c2ccccc2)ccc1=O | -31
· | -7 | 9 | -5 | -2 | 4 | 0 | 6 | Cc1ccccc1N1C(N)=NC(N)=NC1(C)C | -14
0.51 | 8 | 9 | -12 | 19 | -1 | 4 | -5 | COc1ccc(Oc2nc(SC)nc3ccsc23)cc1 | -17
-1.1 | 7 | 3 | -4 | -6 | 0 | -2 | -6 | O=C(C1CC1)N1CCN(C(c2ccccc2)c2ccccc2)CC1 | -3
0.03 | -5 | 16 | -20 | -7 | 0 | -7 | 3 | COc1cccc(-c2cc(C(F)(F)F)nc(N3CCCCC3)n2)c1 | -8
-0.03 | 11 | 5 | -9 | -14 | -2 | -1 | -8 | CCOc1cc(C)c(Cl)cc1S(=O)(=O)N(CC)CC | 2
-1.1 | -12 | 7 | -3 | 6 | -3 | 4 | 11 | CS(=O)(=O)N(CC(=O)Nc1cccc(Cl)c1)c1ccccc1Cl | 10
· | -2 | -1 | -15 | 14 | -8 | -7 | 0 | Cc1ccc(-n2nnc3c(=O)n(CC(=O)OCc4ccccc4)cnc32)cc1 | -12

5 entries from above, with two lines to a compound.
Order of results: PTK2B oligo ant | LYP inh 2 | Rev-RRE block | PLK1 kinase inh | F-actin modifier | EphB4 ephrin blk | FAK inh | LYP act | Plk1 PBD FP
- O=C(C1CC1)N1CCN(C(c2ccccc2)c2ccccc2)CC1
    -1.1 | 7 | 3 | -4 | -6 | 0 | -2 | -6 | -3
- COc1cccc(-c2cc(C(F)(F)F)nc(N3CCCCC3)n2)c1
    0.03 | -5 | 16 | -20 | -7 | 0 | -7 | 3 | -8
- CCOc1cc(C)c(Cl)cc1S(=O)(=O)N(CC)CC
    -0.03 | 11 | 5 | -9 | -14 | -2 | -1 | -8 | 2
- CS(=O)(=O)N(CC(=O)Nc1cccc(Cl)c1)c1ccccc1Cl
    -1.1 | -12 | 7 | -3 | 6 | -3 | 4 | 11 | 10
- Cc1ccc(-n2nnc3c(=O)n(CC(=O)OCc4ccccc4)cnc32)cc1
    · | -2 | -1 | -15 | 14 | -8 | -7 | 0 | -12

Next section
PTK2B oligo ant | LYP inh 2 | Rev-RRE block | PLK1 kinase inh | F-actin modifier | EphB4 ephrin blk | FAK inh | LYP act | SMILES | Plk1 PBD FP
-0.66 | 7 | 3 | -7 | -9 | 2 | 0 | -7 | CCn1c(-c2cccs2)nc2ccccc21 | -1
0.29 | -6 | 3 | -5 | -12 | 4 | -3 | 9 | Cc1cc(N(C(=O)c2ccco2)C(C(=O)NC2CCCCC2)c2ccccc2)ccc1-n1cnnn1 (stereo not given) | -16
· | 4 | -2 | -10 | 0 | 1 | -7 | -5 | COc1ccc(N2C(=O)C3CCCN3C2c2ccc(C)cc2)cc1 (stereo not given) | 12
-0.76 | -3 | 12 | -2 | 2 | 1 | 4 | 1 | COc1ccc(-n2nc3cc(C)c(N)c(Br)c3n2)cc1 | -9
1.4 | 0 | 1 | 10 | 4 | 0 | -2 | 2 | Cc1sc2ncnc(NCCN3CCOCC3)c2c1C | -1
-0.06 | 0 | 15 | -11 | -11 | -1 | 0 | 3 | Cc1ccc(C(C[N+](=O)[O-])n2nc(C)cc2C)cc1 (stereo not given) | 10
· | 1 | 1 | -1 | 12 | 5 | 3 | -4 | CCOC(=O)C1CCCN(C(=O)CCCn2nc(C)n3c(cc4sccc43)c2=O)C1 (stereo not given) | 31
-0.01 | -8 | -4 | -1 | 18 | 0 | -5 | 10 | CCOC(=O)c1c(NS(=O)(=O)Cc2ccccc2)sc2c1CCCC2 | 8
-0.23 | -5 | -7 | -6 | -6 | -11 | 1 | 5 | CC1CN(CCCOc2ccccc2[N+](=O)[O-])CC(C)O1 (stereo not given) | -18
-4.3* | -2 | 8 | -19 | -10 | 4 | 0 | 6 | COc1cc(C(=O)Nc2nc(-c3cccs3)cs2)cc(OC)c1OC | 2
-0.26 | 1 | -3 | -10 | 2 | -5 | 2 | -4 | O=C(O)c1ccc(C2SCC(=O)N2Cc2ccccc2)cc1 (stereo not given) | 25
-1.3 | 8 | 18 | -2 | 8 | 1 | -2 | -7 | Cc1nc(Cl)c(C(=O)NC(=O)Nc2cccc(C(F)(F)F)c2)c(C)c1[N+](=O)[O-] | -6
-0.31 | 4 | 79*[fluorescence artefact?] | -13 | -26 | -57 | 0 | -6 | COC(=O)c1ccc2c(c1)C(C)(C)C(/C=C/c1ccc(O)cc1)=[N+]2C | -4
-0.3 | 12 | 2 | -3 | 5 | -3 | 3 | -11 | COc1ccc(CCNS(=O)(=O)c2ccccc2)cc1OC | -18
-0.23 | 8 | 5 | 3 | · | 8 | -1 | -5 | Cc1ccc(S(=O)(=O)NC(CC(C)C)C(=O)NCc2ccco2)cc1 (stereo not given) | -4
· | 2 | 19 | -9 | -15 | -4 | -1 | -2 | CCCCn1c(CNC(=O)C(C)(C)C)nc2ccccc21 | -27
1.4 | 3 | 4 | -20 | 8 | 3 | 5 | 0 | COc1ccc(C)cc1NC(=O)COCC(=O)O | -10
-0.19 | 4 | 2 | -8 | -19 | -6 | -2 | -6 | Cc1onc(-c2ccccc2)c1C(=O)N1CCN(CCc2ccccc2)CC1 | 2
0.62 | 7 | 2 | -9 | 8 | 2 | -1 | -10 | COc1cccc(C(C(=O)NC2CCCCC2)N(CC2CCCO2)C(=O)CNC(=O)c2ccco2)c1 (stereo not given) | -19
-0.04 | -10 | -4 | -4 | 7 | -5 | 5 | 8 | CCN(CC)CCNC(=O)c1ccc(Cl)c(S(=O)(=O)Nc2ccc(Cl)cc2)c1 | 50
